TrxR1 substrate: substrates of rat thioredoxin reductase 1 | O89049 | purified TrxR1 substrate turnover, NADPH consumption readout | Potency, µM (highest dose often 114 µM), for the others: at the highest dose activity change, negative = substrate turnover | 0.01% of 390,000 active | AID 588456; also: potency is read from the fitted curve at half-maximal effect; % is scaled to controls: 0 for no effect and ±100 for the full control effect; nearly all actives have a fitted effect of over 50% in size
Target sequence (O89049 whole entry, looked up): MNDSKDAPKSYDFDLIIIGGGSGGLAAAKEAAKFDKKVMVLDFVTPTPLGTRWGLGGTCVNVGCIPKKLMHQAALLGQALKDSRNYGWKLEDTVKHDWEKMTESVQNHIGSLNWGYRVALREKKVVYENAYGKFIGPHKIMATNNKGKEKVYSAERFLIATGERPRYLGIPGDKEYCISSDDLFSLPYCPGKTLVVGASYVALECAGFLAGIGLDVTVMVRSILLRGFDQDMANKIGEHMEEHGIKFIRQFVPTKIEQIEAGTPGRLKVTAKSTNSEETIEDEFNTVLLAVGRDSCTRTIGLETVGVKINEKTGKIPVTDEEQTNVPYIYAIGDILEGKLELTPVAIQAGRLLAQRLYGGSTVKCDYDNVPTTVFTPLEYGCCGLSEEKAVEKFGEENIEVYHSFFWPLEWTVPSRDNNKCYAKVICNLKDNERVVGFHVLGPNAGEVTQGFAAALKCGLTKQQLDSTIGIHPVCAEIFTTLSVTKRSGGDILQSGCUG
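Rat TrxR1, dispensed at 90 nM, was prereduced with 400 uM NADPH (final) for 5 min at ~22 deg C, then incubated with compound 15 min before 400 uM selenite. A first-read NADPH fluorescence drop versus no-compound background flagged substrates.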
IDH1 R132H inh: inhibitors of human mutant IDH1 R132H. 0.093% of 390,000 active. AID 602179. IDH1-R132H enzyme, NADPH consumption, diaphorase/resazurin fluorescence. Potency, µM (titrated, usually from 76.6 µM), without a hit: at the top dose activity change, negative = inhibition, hits mostly inhibitors. O75874; also: potency is read from the fitted curve at half-maximal effect; % is scaled to controls: 0 for no effect and ±100 for the full control effect; nearly all actives have a fitted effect of over 65% in size
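IDH1-R132H (0.5 ug/mL) preincubated 30 min with compound, then NADPH (0.016 mM) and alpha-KG (2 mM) added; 80 min at RT, pH 7.5. Remaining NADPH coupled via diaphorase/resazurin to fluorescence (540/590 nm); concentration-response curves normalized to no-enzyme control.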
TRHR agonist: activates the human TRH receptor | P34981 | TRHR cells, calcium flux fluo-8, FDSS agonist mode | activation, % at 2 µM | 0.18% of 360,000 active | AID 493084; in the data active = activation above about 30%; also: 0% is about no effect
Target sequence (P34981 whole entry, looked up): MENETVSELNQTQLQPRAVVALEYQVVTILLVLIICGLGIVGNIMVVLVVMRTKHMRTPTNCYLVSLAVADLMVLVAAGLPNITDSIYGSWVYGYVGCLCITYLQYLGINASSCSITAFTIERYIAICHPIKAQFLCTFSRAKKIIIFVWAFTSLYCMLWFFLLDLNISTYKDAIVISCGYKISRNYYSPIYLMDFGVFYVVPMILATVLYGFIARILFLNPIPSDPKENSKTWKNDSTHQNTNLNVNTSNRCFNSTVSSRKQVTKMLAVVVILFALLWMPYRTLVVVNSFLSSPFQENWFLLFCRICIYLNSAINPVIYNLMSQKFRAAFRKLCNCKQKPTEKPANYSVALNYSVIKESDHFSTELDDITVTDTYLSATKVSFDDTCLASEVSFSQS
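Read-out: compound-evoked intracellular calcium rise in TRHR cells, fluo-8 dye, kinetic FDSS fluorescence at 1 s/cycle following a 10-cycle baseline. Cells cultured overnight before dye loading (30 min–1.5 h, RT).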
TRHR PAM: TRH receptor (human) allosteric enhancement | TRHR cells, fluo-8 calcium fluorescence, EC20 TRH enhancement | enhancement, % at 2 µM | 0.66% of 360,000 active; in the data active = enhancement above about 30%; also: 0% is about no effect
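TRHR-expressing cells loaded with fluo-8 calcium dye were read kinetically (ex 480/em 530) during compound addition, then stimulated with an EC20 of TRH (10 nM final). Enhancement of the Gq-mediated intracellular calcium response was scored.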
D2 ag: activates the human D2 dopamine receptor | P14416 | 0.53% of 340,000 active | HEK293 T-REx D2 cells, calcium flux agonist mode | activation, % at 2 µM;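 active = activation over 3 SD above normal in the single-dose calcium agonist read, cut at about 30% in these data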; also: 0% is about no effect
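HEK293 Trex D2 cells, tetracycline-induced, o/n 30 C 5% CO2; no-wash Ca dye, RT 30–90 min; 10-cycle baseline, 23 nl cpd added, kinetic Ca read 180 s; agonist hits = positive Ca response.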
Pin1 inh: human Pin1 inhibition; Pin1 FP peptide displacement, HiFluor488, 10 min; Potency, µM (series often up to 115 µM), inactives show at the top dose activity, negative = inhibition, hits mostly inhibitors; 0.009% of 390,000 active; AID 504891; active = well fitted inhibition curve with a large enough effect in the polarisation, with a control signal flat, not every such curve was filed as active; inconclusive = small, poorly fitted or top-dose-only effect, or effect the other way, or a change in a side signal; inactive = no such curve, though single readings can be large or run the other way; the % refers to the polarisation; also: potency is read from the fitted curve at half-maximal effect; % is scaled to controls: 0 for no effect and ±100 for the full control effect
Target sequence (Q13526 whole entry, looked up): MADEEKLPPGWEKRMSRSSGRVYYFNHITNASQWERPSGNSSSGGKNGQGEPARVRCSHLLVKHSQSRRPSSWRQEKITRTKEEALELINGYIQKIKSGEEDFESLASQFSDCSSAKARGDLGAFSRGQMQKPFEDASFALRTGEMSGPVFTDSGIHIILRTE
D2 antagonist: D2 dopamine receptor (human) antagonism; AID 485344; inhibition, % at 10 µM; HEK293 TREx D2 cells, calcium flux, dopamine EC80; 2% of 340,000 active; in the data active = inhibition above about 30%; also: 0% is about no effect
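Measurement of antagonist activity uses fluorescent calcium dye in inducible HEK293 T-REx D2 cells: 10 s baseline, compound addition with 180 s read, EC80 dopamine addition with a further 180 s read.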
TrxR1 inh: inhibitors of rat thioredoxin reductase 1. recombinant rTrxR1, NADPH fluorescence consumption, selenite substrate. Potency, µM (doses to about 114 µM), for the others: at the highest dose activity change, negative = inhibition, usual class: inhibitors. 1% of 390,000 active; also: potency is read from the fitted curve at half-maximal effect; % is scaled to controls: 0 for no effect and ±100 for the full control effect; nearly all actives have a fitted effect of over 65% in size
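Rat TrxR1 (90 nM in the dispensed reagent) was pre-reduced with 400 uM NADPH for 5 min at room temperature, then incubated with compound for 15 min. After 400 uM selenite was added, NADPH fluorescence (Ex 340/Em 450 nm) was followed for 8 min.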
USP1 inh: inhibitors of human USP1/UAF1 deubiquitinase; 0.23% of 390,000 active; AID 743255; Potency, µM (top dose mostly 57.1 µM), for the others: top-dose activity change, negative = inhibition, actives largely listed as inhibitors; recombinant USP1/UAF1, Ub-Rhodamine cleavage fluorescence; also: potency is read from the fitted curve at half-maximal effect; % is scaled to controls: 0 for no effect and ±100 for the full control effect; nearly all actives have a fitted effect of over 60% in size; inactives centre near -12
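Step one: compound is pinned into 1nM USP1/UAF1 in HEPES pH 7.8 buffer with TCEP. Step two: 15 min room-temperature incubation. Step three: Ub-Rho (150nM final) starts cleavage, tracked by fluorescence over six one-minute reads.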
Starred values were filed as active, the others as inactive; & = joins results of further samples; [ ] = remark or other dose. Unless noted, calls follow the shape of the dose curve; as a rule, active = well fitted inhibition curve with a large enough effect; inconclusive = small, poorly fitted or top-dose-only effect; inactive = no such curve, though single readings can be large or run the other way.

Screening O=C(O)c1cccnc1SC1CC(=O)N(c2cccc(C(F)(F)F)c2)C1=O (configuration not stated) returned TrxR1 substrate 1.6%, IDH1 R132H inh -2.5%, TRHR agonist 0.2, TRHR PAM -2.0, D2 ag -0.4, Pin1 inh -0.6%, D2 antagonist 0.6, TrxR1 inh 11.0% and USP1 inh -24.9%.
`CN(CCCNC(=O)c1cc2c(=O)[nH]c3ccccc3c2n1C)Cc1ccccc1` gave TrxR1 substrate 17.7%, IDH1 R132H inh -3.3%, TRHR agonist 0.1, TRHR PAM 3.9, D2 ag 0.1, Pin1 inh -0.9%, D2 antagonist 3.6, TrxR1 inh 4.2% and USP1 inh -17.9%.
CCOc1ccc(Cc2c(Cl)nc(SC)nc2N(C)C)cc1 was read as TrxR1 substrate -4.8%, IDH1 R132H inh 1.7%, TRHR agonist -0.8, TRHR PAM -4.8, D2 ag -0.9, Pin1 inh 4.9%, D2 antagonist 6.4, TrxR1 inh -8.6% and USP1 inh -8.5%.
Screening Cc1ccc(-c2nn(-c3ccccc3)cc2C2CC(c3cccs3)=NN2C(=O)CCCC(=O)O)cc1 (configuration not stated) returned TrxR1 substrate 19.8%, IDH1 R132H inh -7.3%, TRHR agonist 0.0, TRHR PAM -1.8, D2 ag 0.5, Pin1 inh inconclusive, D2 antagonist 0.5, TrxR1 inh -1.4% and USP1 inh -22.6%.
CCOC(=O)c1cc(OC(=O)c2ccccc2OC)n(-c2ccccc2)n1 was read as TrxR1 substrate 10.9%&-3.7%, IDH1 R132H inh -11.5%&16.4%, TRHR agonist -0.1&0.2, TRHR PAM -0.1&-5.5, D2 ag 0.2&0.3, Pin1 inh -8.3%&-1.9%, D2 antagonist 4.6, TrxR1 inh inconclusive and USP1 inh -21.7%&1.2%.
`CCN1C[C@@H]2[C@@H]3C(=O)N(Cc4ccccc4)C(=O)[C@@H]3[C@](C)(C1=O)N2C(=O)c1ccc(C(F)(F)F)cc1` gave TrxR1 substrate -2.0%[57.1 µM], IDH1 R132H inh -1.0%, Pin1 inh -1.1%, TrxR1 inh -8.0%[57.1 µM] and USP1 inh -13.1%.
O=C(NC1CC2CCC1C2)C1COc2ccccc2O1 (configuration not stated) was read as TrxR1 substrate -0.6%[57.1 µM], IDH1 R132H inh 3.7%, TRHR agonist 0.4, TRHR PAM -4.0, D2 ag 0.0, Pin1 inh -3.7%, D2 antagonist -2.5, TrxR1 inh -2.9%[57.1 µM] and USP1 inh -14.1%.
For C#CCOCCOCCOCCNc1nc(N2CCN(C(=O)[C@H]([C@@H](C)CC)n3cc([C@@H](N)Cc4ccc(O)cc4)nn3)CC2)nc(N2CCN(C(=O)[C@H]([C@@H](C)CC)n3cc([C@@H](N)CC(C)C)nn3)CC2)n1 the results were TrxR1 substrate 9.1%[57.1 µM], IDH1 R132H inh 2.7%, TRHR agonist 0.8, TRHR PAM 2.7, D2 ag -0.2, Pin1 inh 0.2%, D2 antagonist 3.0, TrxR1 inh 16.5%[57.1 µM] and USP1 inh 22.0%.
O=C(c1cccc(F)c1)N1CCN(Cc2cccc(Br)c2)CC1 was read as TrxR1 substrate -1.6%, IDH1 R132H inh 13.0%, TRHR agonist 0.4, TRHR PAM -4.7, D2 ag 0.6, Pin1 inh -6.7%, D2 antagonist -8.0, TrxR1 inh 15.2% and USP1 inh -24.2%.
`CCCCN(C)C(=O)C(Cc1ccccc1)NS(=O)(=O)c1ccc2c(c1)c(=O)n(C)c(=O)n2C` (configuration not stated) gave TrxR1 substrate 6.9%&4.1%, IDH1 R132H inh -6.0%&9.7%, TRHR agonist -0.3&0.3, TRHR PAM -13.3&-3.0, D2 ag 0.5&0.4, Pin1 inh 0.0%&-0.6%, D2 antagonist 9.8, TrxR1 inh 41.0%&11.9%[activator] and USP1 inh inconclusive.
Screening Cc1c(NC(=O)CSc2nnc(C(C)N(C)C)n2-c2ccccc2)c(=O)n(-c2ccccc2)n1C (configuration not stated) returned TrxR1 substrate -5.4%, IDH1 R132H inh -3.0%, Pin1 inh -0.7%, TrxR1 inh -9.5% and USP1 inh 5.0%.
COCCNC(=O)c1cc(-c2ccccc2OC)on1 was read as TrxR1 substrate 8.1%[57.1 µM], IDH1 R132H inh -10.2%, TRHR agonist -0.3, TRHR PAM -2.0, Pin1 inh -1.5%, TrxR1 inh 0.6%[57.1 µM] and USP1 inh -6.0%.

Fetched by structure from above:
O=C(NC1CC2CCC1C2)C1COc2ccccc2O1 (configuration not stated) was read as TrxR1 substrate -0.6%[57.1 µM], IDH1 R132H inh 3.7%, TRHR agonist 0.4, TRHR PAM -4.0, D2 ag 0.0, Pin1 inh -3.7%, D2 antagonist -2.5, TrxR1 inh -2.9%[57.1 µM] and USP1 inh -14.1%.
COCCNC(=O)c1cc(-c2ccccc2OC)on1 was read as TrxR1 substrate 8.1%[57.1 µM], IDH1 R132H inh -10.2%, TRHR agonist -0.3, TRHR PAM -2.0, Pin1 inh -1.5%, TrxR1 inh 0.6%[57.1 µM] and USP1 inh -6.0%.

Further entries.
CCOC(=O)c1cnc(Nc2ccccc2)nc1C(F)(F)F was read as TrxR1 substrate -5.8%, IDH1 R132H inh 9.6%, TRHR agonist 1.2, TRHR PAM -0.1, D2 ag 1.7, Pin1 inh -1.4%, D2 antagonist 1.3, TrxR1 inh 14.3%[57.1 µM] and USP1 inh -22.8%.
`Cc1ccc(-c2nnc(SCC(=O)Nc3cccnc3Cl)n2N)cc1` gave TrxR1 substrate -3.6%, IDH1 R132H inh 10.3%, Pin1 inh 1.3%, TrxR1 inh 4.6% and USP1 inh -19.0%.
CSc1nc2ccc(NC(=O)c3ccccn3)cc2s1 was read as TrxR1 substrate 9.0%, IDH1 R132H inh 1.9%, TRHR agonist -0.5, TRHR PAM 4.4, D2 ag -0.2, Pin1 inh 8.3%, D2 antagonist 5.7, TrxR1 inh 11.3% and USP1 inh -11.4%.
For COc1ccccc1CCNC(=O)C(=O)NCC1OCCCN1S(=O)(=O)c1cc(C)ccc1C (configuration not stated) the results were TrxR1 substrate -0.9%, IDH1 R132H inh -0.4%, TRHR agonist -0.4, TRHR PAM -1.3, D2 ag -1.1, Pin1 inh -1.5%, D2 antagonist 33.9*, TrxR1 inh 3.9% and USP1 inh -11.6%.
Screening CC(NC(=O)c1cccnc1)C(=O)N1CCCCC1 (configuration not stated) returned TrxR1 substrate -13.1%, IDH1 R132H inh -0.7%, TRHR agonist 0.1, TRHR PAM -0.9, D2 ag 0.2, Pin1 inh -0.2%, D2 antagonist -2.6, TrxR1 inh 0.8%[57.1 µM] and USP1 inh -9.5%.
Screening CCCCN1C(=O)c2ccc(C(=O)Nc3cccnc3)cc2C1=O returned TrxR1 substrate -10.2%, IDH1 R132H inh 6.2%, TRHR agonist -0.4, TRHR PAM 1.8, D2 ag -0.3, Pin1 inh 0.7%, D2 antagonist 19.8, TrxR1 inh 8.8% and USP1 inh -8.9%.
Screening Cc1cc(NC(=O)NC(=O)c2ccccc2NC(=O)CN)ccc1Oc1ncc(Br)cn1 returned TrxR1 substrate -7.3%, IDH1 R132H inh -2.9%, Pin1 inh 5.8%, TrxR1 inh -4.5% and USP1 inh -1.7%.
Screening Cc1ccc(NC(=O)Cn2c(=O)nc(-c3ccccc3)c3ccccc32)cc1 returned TrxR1 substrate 3.1%[57.1 µM], IDH1 R132H inh 9.3%, TRHR agonist 1.1, TRHR PAM -5.7, Pin1 inh 3.6%, TrxR1 inh 14.2%[57.1 µM] and USP1 inh -4.9%.
Screening COC(=O)N/N=C/c1cc(N=Nc2ccccc2Cl)ccc1O returned TrxR1 substrate -5.3%, IDH1 R132H inh -14.9%, TRHR agonist -0.2, TRHR PAM -0.3, D2 ag 0.7, Pin1 inh 4.6%, D2 antagonist -18.3, TrxR1 inh 2.2% and USP1 inh -11.3%.
CN(C)CCCn1c(SCC(=O)Nc2nccs2)nnc1-c1ccncc1 was read as TrxR1 substrate -11.4%, IDH1 R132H inh 0.0%, TRHR agonist 1.9, TRHR PAM 0.4, D2 ag 1.8, Pin1 inh 4.5%, D2 antagonist 9.5, TrxR1 inh -17.2% and USP1 inh 10.2%.
For CC(=O)c1c(NCCc2ccccc2)nc(=S)n(-c2ccccc2)c1C the results were TrxR1 substrate -1.8%, IDH1 R132H inh 0.0%, TRHR agonist -1.1, TRHR PAM -14.5, D2 ag 0.0, Pin1 inh -18.2%, D2 antagonist 0.2, TrxR1 inh 42.4%[activator] and USP1 inh -11.7%.
For O=C(c1cccc2ccccc12)C1CCCN(C(=O)CCN2CCCO2)C1 (configuration not stated) the results were TrxR1 substrate 7.9%[57.1 µM], IDH1 R132H inh 22.8%, TRHR agonist -0.9, TRHR PAM 38.1*, D2 ag 2.0, Pin1 inh -0.5%, D2 antagonist 8.0, TrxR1 inh 20.2%[57.1 µM] and USP1 inh -3.0%.
Screening CC(C)c1ccc(S(=O)(=O)N2CCN(C(C)C(=O)N3CCCC3)CC2)cc1 (configuration not stated) returned TrxR1 substrate -6.6%, IDH1 R132H inh 7.6%, TRHR agonist -0.2, TRHR PAM -13.0, D2 ag 1.1, Pin1 inh -4.0%, D2 antagonist 26.1, TrxR1 inh -11.0% and USP1 inh -2.2%.
`O=C(C[n+]1ccc(C(=O)N/N=C/c2ccc(Cl)cc2Cl)cc1)c1ccccc1` gave TrxR1 substrate -3.0%, IDH1 R132H inh -2.8%, TRHR agonist 0.4, TRHR PAM 6.2, Pin1 inh 6.1%, TrxR1 inh -6.6% and USP1 inh -20.6%.
For N#CCC(=N)N1CCN(c2ccccc2)CC1 the results were TrxR1 substrate -6.4%[57.1 µM], IDH1 R132H inh 4.6%, TRHR agonist 0.3, TRHR PAM 2.0, D2 ag 15.1, Pin1 inh 5.8%, D2 antagonist -18.8, TrxR1 inh 3.0%[57.1 µM] and USP1 inh -25.0%.

High-throughput results from PubChem BioAssay.

Some of the compounds tested; count on the stated rates, not on these rows.
